Myeloid diff MLP = myeloid differentiation induction. ER-HoxA9 myeloid progenitors, lysozyme-GFP differentiation, flow cytometry. calls only at 10 µM. actives 1% (n = 360,000);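 active means normalized GFP-positive differentiation at or above the plate's own cutoff, the solvent-only control mean plus 3 SD; inconclusive means no clear call, values can overlap the other calls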;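 further: cells exposed to compound for four days before flow analysis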
Myeloid diff MLP GFP+ MAC1+ % = also measured in Myeloid diff MLP; calls as there; GFP+ MAC1+ double positive, %; measured here: differentiation confirmed by MAC1 staining
The depositor's hits bear a star; i = inactive; ? = inconclusive; nt = no result given; + = active, no number. This is a subset; the hit share may differ from the screen's.

SMILES | Myeloid diff MLP | Myeloid diff MLP GFP+ MAC1+ %
COC(=O)[C@@]12C[C@@H](CC(=O)N3CCSCC3)C(=O)N(Cc3ccc4c(c3)OCO4)C1=CCC(C)(C)C2 | i | 2.9
CCOC(=O)[C@]12CCCC=C1N(Cc1ccc3c(c1)OCO3)C(=O)[C@H](CC(=O)N1CCCC1)C2 | i | 0.2
Nc1ccn(C2C=CC(CO)O2)c(=O)n1 (stereo unspecified) | i | 0.7
CC(C)Oc1cc(F)ccc1-c1cc(C(=O)NCc2cccnc2)[nH]n1 | i | 1.5
CC(C)(O)C#Cc1cccc(-c2nc(C(=O)NCCCN3CCOCC3)cc3c2[C@H](CCO)N(S(=O)C(C)(C)C)C3)c1 (stereo partly specified) | i | 0.6
CC(C)CC(N)c1csc(Nc2ccc(S(C)(=O)=O)cc2)n1 (stereo unspecified) | i | 1.8
O=C(CC[C@H]1O[C@@H](n2ccc(=O)[nH]c2=O)[C@H](O)[C@@H]1O)NCC1CCCO1 (stereo partly specified) | i | 0.9
CC1(C(=O)NS(=O)(=O)c2cccs2)CCN1C(=O)c1cccc(F)c1 (stereo unspecified) | i | 1.1
Cc1cc(F)ccc1-c1cc(C(=O)NCc2ccccc2)[nH]n1 | i | 1.1
O=C(NCc1ccccc1)C1c2ccccc2OCC(=O)N1Cc1cccnc1 (stereo unspecified) | i | 1.1
O=c1cccc(-c2cccc3ccccc23)o1 | i | 1.7
CC(C)C(=O)N1CCC1(C)C(=O)Nc1ccc2[nH]ccc2c1 (stereo unspecified) | i | 0.7
COCCN1C(=O)COc2ccccc2C1C(=O)NC1CCCC1 (stereo unspecified) | i | 0.0
CC(=O)N1CCCC(C)(C(=O)N(C)Cc2cccc3ccccc23)C1 (stereo unspecified) | i | 0.6
COc1ccc(C2Nc3ccccc3C(=O)N2Cc2ccccc2)cc1OC (stereo unspecified) | i | 0.3
CN(C)c1ncnc2c1ncn2[C@H]1CN(Cc2ccc(F)cc2)C[C@@H](CO)O1 | i | 1.1
O=C(NC(c1ccccc1)c1cnccn1)C1CCN(CCCOc2ccccc2)CC1 (stereo unspecified) | i | 1.1
O=C([C@H]1O[C@@H](n2ccc(=O)[nH]c2=O)[C@H](O)[C@@H]1O)N1CCSC1 | i | 2.0
CC(C)S(=O)(=O)N1CCCC(c2cc(C(=O)NCc3cccnc3)no2)C1 (stereo unspecified) | i | 0.7
O=C(Nc1cccc(C(F)(F)F)c1)c1csc(COCCO)n1 | i | 2.0
CCCCC(c1nc2ccccc2[nH]1)N(C(=O)c1ccccc1)c1ccccc1[N+](=O)[O-] (stereo unspecified) | i | 0.9
O=C(Nc1ccccc1Cl)c1cc(C2CCCCN2S(=O)(=O)c2ccc(F)cc2F)on1 (stereo unspecified) | i | 0.2
CN[C@@H](CO)C(=O)NC[C@H]1O[C@@H](n2cnc3c(=O)[nH]c(N)nc32)[C@H](O)[C@@H]1O | i | 1.2
O=C(NC1CCCCC1)C(c1ccnc2ccccc12)n1c(=O)c(-c2ccccc2)nc2ccccc21 (stereo unspecified) | i | 3.9
CCOC(=O)C1CCCN(C(=O)c2ccc(-c3ccccc3)cc2)CC1 (stereo unspecified) | i | 2.6
COc1c(C)cc(C(O)c2ncc(-c3ccccc3C(F)(F)F)[nH]2)cc1C (stereo unspecified) | i | 1.1
Cc1ccc(Cn2cc(CN3CC(N4CCN(CCN(C)C)CC4)CS3(=O)=O)nn2)cc1 (stereo unspecified) | i | 0.9
CC(C)(C)C1CCSC2=NCCC[C@]2(c2ccccc2)C1 (stereo partly specified) | i | 1.1
CC(C(=O)NC1CCCC1)n1c(C2CCCC2)nc2ccccc21 (stereo unspecified) | i | 2.5
CCNC(=O)C1(C)CCCN(Cc2ccc(-n3ccnc3)cc2)C1 (stereo unspecified) | i | 1.2
O=c1c2ccccc2nc(/C=C/c2ccc(Br)cc2)n1CCO | i | 0.6
CCOC(=O)C1=C(C)N=c2sc(=Cc3cc(Cl)c(OCC(=O)O)c(OC)c3)c(=O)n2C1c1ccccc1Cl (stereo unspecified) | + | 0.7*
C=CCCC(=O)N1C[C@H]2CON(C)[C@H]2C[C@H]1c1ccc(N2CCCCC2)cc1 | i | 0.3
CCCCc1c(-c2ccc(Br)cc2)ncn1CCc1ccccc1OC | i | 2.9
COc1cccc(S(=O)(=O)Nc2ccc3c(c2)[C@@H]2C[C@@H](CC(=O)NCc4ccc(Cl)cc4)O[C@@H](CO)[C@@H]2O3)c1 | i | 1.8
Oc1ccc(C[C@H]2CNC(=S)N2C[C@H]2CCCN2C[C@H](Cc2ccccc2)N2C[C@H](Cc3ccccc3)N(CC3CCCCC3)C2=S)cc1 | i | 3.1
CC1Sc2ccc(C#N)cc2N(Cc2cccc(C(F)(F)F)c2)C1=O (stereo unspecified) | i | 1.2
CC(=O)Nc1cccc(Oc2nc(NCC3CC3)nc3ccsc23)c1 | i | 0.4
O=C(C[C@@H]1C=C[C@@H](NC(=O)c2cccnc2)[C@@H](CO)O1)NCc1ccncn1 | i | 1.0
O=C(NCCO)c1cccc(-c2cccc3nncn23)c1 | i | 0.9
COc1ccc(C(C(=O)Nc2ccc(F)cc2)N2CCN(CC(=O)N3CCCC3)CC2)cc1 (stereo unspecified) | i | 1.4
O=C(NC1CCCCC1)C(c1ccc(C(F)(F)F)cc1)n1c(=O)c(-c2ccccc2)nc2ccccc21 (stereo unspecified) | i | 1.8
CC(C)C[C@H]1CNC(=O)C(=O)N1CC1CCN(CCC(C)c2ccccc2)CC1 (stereo partly specified) | i | 1.0
CCCC(=O)N1CCC1(C)C(=O)NS(=O)(=O)c1ccc(F)cc1F (stereo unspecified) | i | 0.9
COc1ccc(CN2CCC2(C)C(=O)Nc2ccc(OC)c(OC)c2)cc1 (stereo unspecified) | i | 1.1

4 compounds drawn at random from the list so far:
SMILES | Myeloid diff MLP | Myeloid diff MLP GFP+ MAC1+ %
CC1Sc2ccc(C#N)cc2N(Cc2cccc(C(F)(F)F)c2)C1=O (stereo unspecified) | i | 1.2
O=C(C[C@@H]1C=C[C@@H](NC(=O)c2cccnc2)[C@@H](CO)O1)NCc1ccncn1 | i | 1.0
COc1ccc(CN2CCC2(C)C(=O)Nc2ccc(OC)c(OC)c2)cc1 (stereo unspecified) | i | 1.1
O=C(NCCO)c1cccc(-c2cccc3nncn23)c1 | i | 0.9

(next part)
SMILES | Myeloid diff MLP | Myeloid diff MLP GFP+ MAC1+ %
COc1cccc(-c2cc(CNC(=O)[C@H]3O[C@@H](n4cnc5c(N)ncnc54)[C@H](O)[C@@H]3O)no2)c1 | i | 1.1
Cc1ccccc1S(=O)(=O)N(C)C[C@H]1OCc2cn(nn2)CCCC(=O)N([C@H](C)CO)C[C@@H]1C | i | 0.8
COc1ccc(C=C2SC(=S)N(CCCC(=O)Nc3ccc(C(=O)O)c(O)c3)C2=O)cc1OC | i | 1.6
Cc1nc2c(OCc3cc(Cl)cc(Cl)c3)cccn2c1N(C)C(=O)CCC1CCCC1 | i | 1.7
COc1ccc(C(=O)N2CCCCC2c2cc(C(=O)NCc3ccc(F)cc3)no2)cc1 (stereo unspecified) | i | 1.1
COc1ccc(OC)c(NC(=O)Nc2nnc([C@@H]3O[C@H](CO)[C@@H](O)[C@H]3O)s2)c1 | i | 0.6
CC(=O)c1ccc(Nc2nc(C(N)CC(C)C)cs2)cc1 (stereo unspecified) | i | 0.8
Cn1c(=O)c2cc(NC(=S)NC3CCCCC3)ccc2n1-c1ccccc1 | i | 0.4
CSc1ccc(CN2C(=O)C(F)(F)Oc3c(C(C)=O)cccc32)cc1 | i | 1.5
CCCCn1nnnc1C1(C)CCC(=O)N1Cc1cccs1 (stereo unspecified) | i | 0.9
Cc1ccc(S(=O)(=O)NC(=O)C2(C)CCN2C(=O)Cc2ccc(C(C)(C)C)cc2)cc1 (stereo unspecified) | i | 0.8
CC(=O)Nc1cccc(-c2ccnc3c2CC(C(=O)NCCc2ccccc2)O3)c1 (stereo unspecified) | ? | nt
CCCCC(=O)N(C)c1c(CC)nc2c(OCc3ccc(Cl)cc3Cl)cccn12 | i | 1.3
Cn1c(=O)c2cc(NC(=O)CCc3ccc4c(c3)OCO4)ccc2n1Cc1ccc(F)cc1 | i | 1.3
CC(=O)Nc1cc(-c2cccc(NS(C)(=O)=O)c2)cn2c(-c3cccc(C(F)(F)F)c3)cnc12 | i | 1.3
O=S1(=O)CC(N2CCN(CCO)CC2)CN1C1CCCC1 (stereo unspecified) | i | 1.0
CCCCCCn1cc(CN2CC(N3CCN(Cc4ccccc4F)CC3)CS2(=O)=O)nn1 (stereo unspecified) | i | 0.4
Cc1ccc[n+](CC(=O)c2ccc(NC(=O)c3ccccc3)cc2)c1C | i | 1.1
O=C1c2ccccc2C(c2nnnn2-c2ccc3c(c2)OCCO3)N1CCc1ccc(O)cc1 (stereo unspecified) | i | 1.6
Cc1cccc(C)c1C(O)c1ncc(-c2ccccc2Cl)[nH]1 (stereo unspecified) | i | 0.4
COc1ccc(Cl)cc1Cn1c(C)c(C(=O)NCc2ccc(F)cc2)sc1=O | i | 7.7
COCCNC(=O)C1C(=O)Nc2ccccc2C(=O)N1C1CCCC1 (stereo unspecified) | i | 2.2
CCCS(=O)(=O)NC(=O)C1(C)CCCN(C(=O)COc2ccccc2)C1 (stereo unspecified) | i | 0.7
Cc1ccc(-c2nc3c(C)cc(Br)cn3c2Cc2ccccc2)cc1 | i | 1.2
O=C(NCc1cc(Cl)cc(Cl)c1)c1ccc2sc([C@H]3C[C@H](O)[C@@H](CO)O3)nc2c1 | i | 0.1
O=C(NCc1ccccc1)C(c1ccc(-c2ccccc2)cc1)n1c(=O)c(-c2cc3ccccc3[nH]2)nc2ccccc21 (stereo unspecified) | i | 3.5
CCOC(=O)C1=CCN(S(=O)(=O)c2ccc(C)cc2)C1c1cccc(C)c1 (stereo unspecified) | i | 1.0
CC(C)(C)c1cc2nc(NCCc3ccc(S(N)(=O)=O)cc3)ccn2n1 | i | 1.1
CC(C)(C)C(c1nc2ccccc2[nH]1)n1c(-c2cccc(S(C)(=O)=O)c2)nc2ccccc21 (stereo unspecified) | i | 2.3
CC1(Cc2cccc(F)c2)C(=O)Nc2ccc(OC(F)(F)F)cc21 (stereo unspecified) | i | 0.9

Exported as tab-separated lines: part of the list above.
Structure	Myeloid diff MLP	Myeloid diff MLP GFP+ MAC1+ %
O=C(NCc1ccccc1)C1c2ccccc2OCC(=O)N1Cc1cccnc1 (stereo unspecified)	i	1.1
O=c1cccc(-c2cccc3ccccc23)o1	i	1.7
CC(C)C(=O)N1CCC1(C)C(=O)Nc1ccc2[nH]ccc2c1 (stereo unspecified)	i	0.7
COCCN1C(=O)COc2ccccc2C1C(=O)NC1CCCC1 (stereo unspecified)	i	0.0
CC(=O)N1CCCC(C)(C(=O)N(C)Cc2cccc3ccccc23)C1 (stereo unspecified)	i	0.6
COc1ccc(C2Nc3ccccc3C(=O)N2Cc2ccccc2)cc1OC (stereo unspecified)	i	0.3
CN(C)c1ncnc2c1ncn2[C@H]1CN(Cc2ccc(F)cc2)C[C@@H](CO)O1	i	1.1

Continuation:
SMILES | Myeloid diff MLP | Myeloid diff MLP GFP+ MAC1+ %
CCCCC(=O)N(C)c1c(CC)nc2c(OCc3cc(Cl)cc(Cl)c3)cccn12 | i | 1.0
COC(=O)C[C@H]1C=C[C@@H](NC(=O)c2ccncc2)[C@@H](CO)O1 | i | 1.3
CN1CCN(C(=O)C[C@@H]2C=C[C@H](NS(=O)(=O)c3cccc(F)c3)[C@@H](CO)O2)CC1 | i | 1.9
O=C1c2ccccc2[C@@H]2Cc3csc[n+]3[C@H]12 | i | 1.4
Cc1cc(Br)cn2c(Cc3ccccc3C(F)(F)F)c(-c3ccc(Cl)cc3)nc12 | i | 1.7
Cc1ccc(-c2nc3cc(C)c(Br)c(C)n3c2CC2CCCCC2)cc1 | i | 0.9
NC(=O)c1cccc(-c2ccnc3c2CC(C(=O)NCc2ccco2)O3)c1 (stereo unspecified) | i | 0.7
CCOC(=O)[C@]12CCCC=C1N(Cc1ccccc1)C(=O)[C@H](CC(=O)N1CCN(C(=O)c3ccco3)CC1)C2 | i | 2.7
Cn1nc(C(C)(C)C)cc1C(=O)N1CCCCC1c1cc(C(=O)N2CCOCC2)no1 (stereo unspecified) | i | 2.0
COc1cc(CCN(C(=O)c2cc3ccccc3[nH]2)C(C)c2nc3ccccc3[nH]2)cc(OC)c1 (stereo unspecified) | i | 0.9
O=C(NN1CCOCC1)c1cccc(Br)c1 | i | 0.6
FC(F)(F)c1ccccc1Cc1c(-c2ccccc2)nc2c3ccccc3ccn12 | i | 1.0
NC(Cc1ccc(C(F)(F)F)cc1)c1csc(NC(=O)Nc2ccccc2Cc2ccccc2)n1 (stereo unspecified) | i | 1.6
Cc1ccc(C(O)c2ncc(-c3ccccc3C)[nH]2)cc1 (stereo unspecified) | i | 0.6
CCOC(=O)[C@]12CCCC=C1N(CCC1=CCCCC1)C(=O)[C@H](CC(=O)N1CCSCC1)C2 | i | 4.4
COC(=O)[C@@]12C[C@@H](CC(=O)N3CCCC3)C(=O)N(Cc3ccc4c(c3)OCO4)C1=CCC(C)(C)C2 | i | 2.2
COc1cccc(C(NC(C)=O)c2nc(-c3cnn(C)c3)cs2)c1 (stereo unspecified) | i | 2.5
CC(C)C[C@H]1CN([C@@H](CC(C)C)CN2CCC[C@H]2CN2C(=O)C(=O)NC[C@@H]2Cc2ccc(O)cc2)C(=O)C(=O)N1CC1CCCCC1 | i | 0.5
COc1ccc([C@H]2CC(=O)C[C@@H](CCn3cc(-c4ccc(F)cc4)nn3)O2)cc1 | i | 0.0
Cc1cccc(C)c1NC(=O)C(c1ccccc1)N1CCN(C/C=C/c2ccccc2)CC1 (stereo unspecified) | i | 0.5
